PKA-R2B act: activators of PKA-R2B holoenzyme, primary screen, biochemical, fluorescence polarization, Cy5-IP20, human. PKA-R2B holoenzyme dissociation; R2B truncated from residue 108, S112A mutant; 0% DMSO only, 100% 113 µM cGMP. 340,000 tested, 0.079% active. cAMP-dependent protein kinase catalytic subunit beta (Homo sapiens) + cAMP-dependent …. activation, % at 11.4 µM;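 active means activation above a cutoff set at the mean over all compounds plus 3 SD, cut at about 18% in these data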;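 further: higher means more holoenzyme dissociation and a rise in polarization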
Target sequence (P31323 whole entry, looked up, other chains not shown, the tested form may be a part): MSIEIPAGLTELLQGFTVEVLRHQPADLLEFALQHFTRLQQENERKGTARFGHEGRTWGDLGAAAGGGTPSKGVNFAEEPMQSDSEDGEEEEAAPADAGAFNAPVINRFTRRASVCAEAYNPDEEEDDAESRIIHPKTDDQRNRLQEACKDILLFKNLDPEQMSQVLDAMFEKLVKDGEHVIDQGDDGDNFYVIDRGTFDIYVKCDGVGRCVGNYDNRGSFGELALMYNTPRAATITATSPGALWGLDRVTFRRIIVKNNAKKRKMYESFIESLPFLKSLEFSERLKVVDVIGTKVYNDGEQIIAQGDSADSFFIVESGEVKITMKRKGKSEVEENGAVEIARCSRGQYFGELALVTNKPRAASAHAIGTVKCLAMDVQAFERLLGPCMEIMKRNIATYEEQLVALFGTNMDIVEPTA
RTF Ca sens inh: cardiac RTF calcium sensitivity inhibitors, primary screen, biochemical, IANBD-TnC fluorescence, EC70 calcium. Troponin I, cardiac muscle (Homo sapiens) + Troponin T, cardiac muscle (Homo sapiens) + …. IANBD-labeled cardiac RTF, Ca2+ fluorescence. inhibition, % at 7.15 µM. 340,000 tested, 0.12% active. AID 493244, 2011;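 active means inhibition above the mean inhibition of all tested compounds plus 3 SD, cut at about 17% in these data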;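 further: assay run at fixed EC70 calcium of 1.6 mM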
SR-BI HDL uptake: inhibitors of SR-BI mediated HDL lipid uptake, primary screen, ldlA[mSR-BI] cells, fluorescence, single point; ldlA[mSR-BI] CHO cells, DiI-HDL uptake fluorescence, 3 h; inhibition, % at 12.5 µM; 320,000 tested, 0.96% active;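 active means mean replicate inhibition of at least 70% and a set share of replicates each scoring 70 or more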;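 further: 0% = median of neutral control wells and 100% = median of positive control wells; values of inactives mirror those of a sister screen read the other way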
LANA DNA inh: inhibitors of KSHV C-LANA binding to DNA, primary screen, biochemical, fluorescence polarization, FAM-LBS DNA, MBP-C-LANA, single point | Kaposi's sarcoma herpesvirus LANA C-terminal domain (residues 932-1162) DNA binding | inhibition, % at 9 µM | 340,000 tested, 0.078% active;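 active means highest replicate inhibition at or above 60% at 9 µM, even if other replicates fall short; inactive means all replicates below 60% inhibition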;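 further: 0% = neutral control wells and 100% = 4 µM acridine orange control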
NSD2 HMT inh: NSD2 histone methyltransferase inhibitors, primary screen, biochemical, AlphaScreen, single concentration, set 2 | Histone-lysine N-methyltransferase NSD2 (Homo sapiens), O96028 | inhibition, % at 12.5 µM | 310,000 tested, 0.54% active | NSD2 peptide methylation, 120 min; in the data active means inhibition above about 50%
Arr AP2 block: inhibitors of beta-arrestin/AP2 binding, primary screen, biochemical, GPCR trafficking, flow cytometry | inhibition, % at 10 µM | AID 504490, 2011 | 340,000 tested, 0.31% active | beta-arrestin 1 C-terminal peptide binding to AP2 beta2-adaptin appendage (human) | FITC-arrestin peptide / GST-AP2 beads; AP2 beta2 appendage carries R879A mutation;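 active means inhibition above a set limit, near 3 SD of compounds lacking own fluorescence, cut at about 54% in these data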;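 further: plate controls were DMSO wells for no effect and 5 µM unlabelled arrestin peptide for full effect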
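Test system: GST-tagged AP2 beta2-adaptin appendage (R879A) on 4 µm glutathione beads; also added: fluorescein-tagged arrestin peptide at 50 nM final; timing: 12 min plus 1 h, RT; signal: flow cytometry, FL1 (488/535 nm); read-out: percent drop in bead-associated FITC signal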
SR-BI DiI-HDL act: activators of SR-BI mediated DiI-HDL uptake, primary screen, ldlA[mSR-BI] CHO cells, DiI fluorescence; 3 h; 100 = double the neutral-control signal; activation, % at 12.5 µM; 320,000 tested, 0.096% active; AID 504775, 2011;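 active means mean replicate activation of at least 60% and every replicate at or above 60%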;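 further: 0% = median plate neutral-control signal and 100% = twice that signal; values of inactives mirror those of a sister screen read the other way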
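Test system: SR-BI-overexpressing, LDLR-lacking CHO cells. Measured by: DiI fluorescence, bottom read. Medium: Ham's F12 with 0.5% BSA, HEPES 25 mM, pH 7.4. Timing: 3 h uptake period with compound, 37 °C.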
PvdQ inh: P. aeruginosa PvdQ acylase inhibitors, primary screen, biochemical, fluorescence, plate reader and imaging, single point; PvdQ acylase [Pseudomonas aeruginosa LESB58]; purified PvdQ acylase; inhibition, % at 10 µM; 340,000 tested, 0.063% active; AID 488965, 2010; in the data active means inhibition above about 30%, passing the limit was not always enough;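 further: 0% = vehicle neutral wells and 100% = reference inhibitor wells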
Keap1 Nrf2 FP: Keap1-Nrf2 protein-protein interaction inhibitors, primary screen, biochemical, fluorescence polarization, single point; Kelch-like ECH-associated protein 1 (Homo sapiens), Q14145; Keap1 Kelch-Nrf2 peptide fluorescence polarization, 1536-well; inhibition, % at 9.4 µM; 340,000 tested, 0.15% active; AID 504523, 2011; in the data active means inhibition above about 12%;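 further: human Keap1 Kelch domain with fluorescein labeled Nrf2 9mer peptide probe; 0% = neutral control wells and 100% = peptide positive control; higher means more block of Keap1 binding to Nrf2 peptide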
Target sequence (Q14145 whole entry, looked up, the tested form may be a part): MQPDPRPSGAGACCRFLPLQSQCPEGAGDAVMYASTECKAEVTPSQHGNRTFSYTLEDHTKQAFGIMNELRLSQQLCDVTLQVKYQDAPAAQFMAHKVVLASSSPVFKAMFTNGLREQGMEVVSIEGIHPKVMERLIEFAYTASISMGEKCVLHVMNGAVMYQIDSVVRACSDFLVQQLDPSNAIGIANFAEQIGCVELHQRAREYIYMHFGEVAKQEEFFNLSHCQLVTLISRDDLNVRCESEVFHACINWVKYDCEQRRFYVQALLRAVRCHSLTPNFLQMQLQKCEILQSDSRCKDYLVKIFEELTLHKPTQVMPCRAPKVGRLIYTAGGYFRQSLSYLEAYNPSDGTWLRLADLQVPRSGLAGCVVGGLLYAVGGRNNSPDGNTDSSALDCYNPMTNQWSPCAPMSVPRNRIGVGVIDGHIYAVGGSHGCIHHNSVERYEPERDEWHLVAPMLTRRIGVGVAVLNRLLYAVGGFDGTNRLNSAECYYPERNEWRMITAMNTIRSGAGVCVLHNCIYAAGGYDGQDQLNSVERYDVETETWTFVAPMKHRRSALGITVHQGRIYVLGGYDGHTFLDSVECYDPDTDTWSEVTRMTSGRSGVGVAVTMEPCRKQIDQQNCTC
DAGLB inhibitor: DAGLB lipase inhibitors, primary screen, biochemical, fluorescence, HTS. 340,000 tested, 0.059% active. HEK293T DAGLB membrane lysate, EnzChek fluorogenic substrate. Diacylglycerol lipase-beta (Homo sapiens), Q8NCG7. inhibition, % at 5.17 µM; in the data active means inhibition above about 34%;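 further: 0% = enzyme with vehicle and 100% = wells lacking enzyme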
Active calls of the source: *; nt = no result given.

PKA-R2B act	RTF Ca sens inh	SR-BI HDL uptake	LANA DNA inh	NSD2 HMT inh	Arr AP2 block	SR-BI DiI-HDL act	PvdQ inh	Keap1 Nrf2 FP	DAGLB inhibitor	structure
0	-9	-15	4.6	-1	11	15	-4	-2	1	CCCCOc1ccc(C(CC(=O)NC)C(=O)O)cc1 (configuration not stated)
-1	-2	-28	-0.3	1	-15	28	-19	-1	0	CC(C)c1ncc(C(O)c2cccc3ccccc23)n1C (configuration not stated)
-4	-10	3	0.4	0	-9	-3	-14	-1	-4	CN(CC(=O)Nc1ccccc1Br)c1ncnc2sccc12
-5	5	28	0.4	-2	24	-28	2	1	-7	Cc1cccc(C)c1NC(=O)COc1ccc2c(C)c(Cc3ccccc3)c(=O)oc2c1
1	5	-22	5.5	nt	-1	22	-4	0	-2	C[C@H](NC(=O)c1nc[nH]c1C(=O)N[C@H](C)c1ccccc1)C(=O)OC(C)(C)C
8	-21	-21	1.4	-1	7	21	-1	-1	2	CN1C(=S)N(c2ccccc2)C(=O)/C1=C/c1cccs1
-2	-4	15	-2.3	-1	16	-15	-14	-2	-6	COCCNC(=O)c1cnn2c(C(F)F)cc(-c3ccc(C)cc3)nc12
5	-3	-3	-0.5	-1	-1	3	-3	1	1	Cc1ccc(C)c(NS(=O)(=O)c2cc(C(N)=O)ccc2C)c1
-14	-2	2	-1.5	0	31	-2	9	-6	-4	COc1cccc(CN(C)C(=O)c2cc(S(=O)(=O)N3CCCCCC3)ccc2OC)c1
-13	5	-20	-1.5	3	22	20	16	-2	-4	O=C(OCc1nnc(-c2ccc(Br)cc2)o1)c1cncc(Br)c1
-9	2	49	0.2	2	12	-49	0	-2	1	Cc1cc(C)cc(NC(=O)NCC2CCN(Cc3cc(C)ccc3C)CC2)c1
10	-2	-22	0.8	-6	6	22	-9	-1	-1	Cc1c(Cl)cccc1NCC(=O)NN=C1CCCC1
0	7	-2	-1.5	2	37	2	0	-7	-6	CC(C)c1ccc(NC(=S)NN(c2ccccc2)c2ccccc2)cc1
2	10	-4	-1.1	1	51	4	2	-3	-1	CCN(CC)S(=O)(=O)c1ccc(N2CCCC2)c(NS(=O)(=O)c2ccc(F)cc2)c1
-3	-2	8	-0.8	-5	-11	-8	-16	-3	-2	O=C(c1cc(-c2ccccc2)on1)N1CCCc2ccccc21
1	0	40	-0.5	nt	18	-40	2	1	2	Cc1ccc(S(=O)(=O)Oc2ccccc2/C=N/NC(N)=S)cc1
-1	-8	-8	-1.0	-4	16	8	-14	-1	0	CC(C)CSc1nc2ccccc2c(=O)[nH]1
-10	-1	7	-0.6	14	13	-7	1	0	0	CC1CCCN(CCCOc2ccc(Br)cc2Cl)C1 (configuration not stated)
-10	0	-6	-0.8	0	-1	6	-14	-7	1	COc1ccccc1N1CCN(C2CCCN(C(=O)c3snnc3C)C2)CC1 (configuration not stated)
-17	5	4	0.5	-1	4	-4	-12	5	1	COc1ccc(CCN(Cc2ccccn2)C(=S)Nc2ccccc2C)cc1OC
-14	-11	2	-0.6	1	-5	-2	-15	-4	-2	COc1cc(NC(=O)C2CCC(CNS(=O)(=O)c3csc(C(N)=O)c3)CC2)cc(OC)c1 (configuration not stated)
-3	-5	7	0.2	26	21	-7	-13	-4	-5	Cc1cc(C)c2c(CC(=O)NCCc3ccccc3)coc2c1
2	0	-33	0.3	nt	1	33	2	-4	1	CCCC(C(=O)NC1CCCC1)N(Cc1cccs1)C(=O)c1snc(C(N)=O)c1N (configuration not stated)
-8	1	nt	0.2	2	-24	nt	-5	-2	1	C/C(=N/NC(=O)CN1CCN(S(=O)(=O)c2ccc(C)cc2)CC1)c1ccco1
-6	-10	23	4.8	-1	30	-23	-2	-4	-2	O=c1c2[nH]c3ccccc3c2ncn1CCN1CCCCC1
5	-3	39	-1.0	6	2	-39	8	2	-4	CSc1nsc(N/N=C/c2ccccc2)c1C#N
6	-8	34	3.4	50*	17	-34	1	2	40*	O=C(O)COc1ccccc1/C=N/Nc1ccc(S(=O)(=O)Nc2ccc(Cl)cc2)cc1[N+](=O)[O-]
-4	0	-20	0.6	24	-3	20	-6	3	2	O=C1Nc2ccccc2CCc2ccccc21
-10	-13	9	-0.3	1	-4	-9	-29	-4	2	Cc1ccccc1-n1c(C)nnc1SCc1cc(=O)oc2ccc3ccccc3c12
-5	3	-9	-0.3	-1	26	9	2	2	-4	COC(=O)c1cc2ccccc2n1S(=O)(=O)c1ccccc1

Part of the list above, with each value named:
> Cc1ccc(C)c(NS(=O)(=O)c2cc(C(N)=O)ccc2C)c1
  PKA-R2B act: 5	RTF Ca sens inh: -3	SR-BI HDL uptake: -3	LANA DNA inh: -0.5	NSD2 HMT inh: -1	Arr AP2 block: -1	SR-BI DiI-HDL act: 3	PvdQ inh: -3	Keap1 Nrf2 FP: 1	DAGLB inhibitor: 1

> COc1cccc(CN(C)C(=O)c2cc(S(=O)(=O)N3CCCCCC3)ccc2OC)c1
  PKA-R2B act: -14	RTF Ca sens inh: -2	SR-BI HDL uptake: 2	LANA DNA inh: -1.5	NSD2 HMT inh: 0	Arr AP2 block: 31	SR-BI DiI-HDL act: -2	PvdQ inh: 9	Keap1 Nrf2 FP: -6	DAGLB inhibitor: -4

> O=C(OCc1nnc(-c2ccc(Br)cc2)o1)c1cncc(Br)c1
  PKA-R2B act: -13	RTF Ca sens inh: 5	SR-BI HDL uptake: -20	LANA DNA inh: -1.5	NSD2 HMT inh: 3	Arr AP2 block: 22	SR-BI DiI-HDL act: 20	PvdQ inh: 16	Keap1 Nrf2 FP: -2	DAGLB inhibitor: -4

Additional structures follow.
PKA-R2B act	RTF Ca sens inh	SR-BI HDL uptake	LANA DNA inh	NSD2 HMT inh	Arr AP2 block	SR-BI DiI-HDL act	PvdQ inh	Keap1 Nrf2 FP	DAGLB inhibitor	structure
2	-2	8	-1.8	-3	-9	-8	-14	-1	2	CC(C)(C)NC(=S)N1CCC(C(=O)c2ccc(F)cc2)CC1
-18	-3	0	0.1	-1	2	0	-13	1	-1	O=c1c2ccccc2nc(-c2ccc(F)cc2)n1NCc1ccccc1O
-11	-2	-4	-0.6	1	16	4	-10	1	0	O=C(NCc1ccc2c(c1)OCO2)C1CC(=O)N(c2ccc(Cl)cc2)C1 (configuration not stated)
-9	3	6	-1.6	3	22	-6	5	-4	-3	CC(=O)c1cccc(N(CC(=O)O)S(C)(=O)=O)c1
1	-4	-39	1.5	nt	-7	39	-7	-3	2	CC(c1ccccc1)N1C(=O)NC(NC(=O)c2cccnc2)(C(F)(F)F)C1=O (configuration not stated)
-6	-5	-16	1.8	-2	1	16	-26	0	2	CCOC(=O)c1cc(-c2ccccc2)nn1-c1ccccn1
-12	-9	7	-1.0	0	-6	-7	-22	-5	-1	CCOc1ccccc1CN1CCCC(C(=O)Nc2cccc(-n3cccn3)c2)C1 (configuration not stated)
-7	-6	-18	-0.5	1	-1	18	-13	-6	1	CCN(CC)C(=O)CN1C(=O)COCC1=O
-9	-5	nt	4.8	12	16	nt	-23	2	-2	N=C(N)SCc1ncccc1O
-12	2	30	1.4	0	-2	-30	13	-8	29	O=C1c2ccccc2C2=Nc3ccccc3SC(c3ccccc3F)C12 (configuration not stated)
-4	-2	-11	0.8	nt	-2	11	-6	-6	-1	Cc1csc2ncc(C(=O)NC(C)c3ccccc3)c(=O)n12 (configuration not stated)
-6	-6	15	-0.5	4	30	-15	1	-6	0	Cc1c(Cl)ccc2c(C(=O)NCCN3CCCCC3)cc(-c3ccccn3)nc12
-1	6	-37	0.6	-1	28	37	-5	0	0	Cc1cnc(NC(=O)C(C)N2C(=O)C3CC=CCC3C2=O)s1 (configuration not stated)
-3	-2	-18	0.2	-1	16	18	-3	-2	-2	CCOC(=O)C1=C(Nc2ccc(Cl)cc2)OCC1=O
0	-6	1	-1.6	2	-1	-1	-15	-3	0	Cc1cc(C(=O)COC(=O)COc2ccccc2C#N)c(C)n1CC1CCCO1 (configuration not stated)
3	-3	-7	-0.1	0	6	7	-12	-5	-1	CCCC(=O)Nc1ccc2c(c1)nc(CN1CCCC1)n2C
2	-6	39	-0.6	3	-19	-39	-13	-4	-4	Cc1occc1C(=O)N/N=C/C(Br)=C/c1ccccc1
-5	-7	-15	-2.1	-3	1	15	-14	1	-5	O=C(CCCc1nc2ccccc2s1)N1CCN(c2ccccc2F)CC1
6	-7	15	0.0	-2	-8	-15	2	-3	-3	COc1ccc(C)cc1NC(=O)C(c1ccccc1)N1CCN(CC(=O)NC2CC2)CC1 (configuration not stated)
-1	-1	-12	-0.5	nt	1	12	-11	-6	1	O=C(OCc1c(-c2ccccc2)ncc2ccccc12)N1CCOCC1
-1	4	50	-1.4	27	16	-50	0	1	-8	C=CCn1c(N)c(C(=O)Nc2cccc(C)c2)c2nc3ccccc3nc21
-1	-5	-15	-2.9	nt	3	15	-13	-5	-3	COC(=O)c1nccc2c1[nH]c1ccccc12
3	0	-8	0.6	6	-2	8	-7	1	-1	CC1CN(C)C(C)C/C1=N/Oc1ccccc1[N+](=O)[O-] (configuration not stated)
-6	-11	-5	0.9	0	10	5	-2	5	7	CN(C)/C=C/C(=O)c1ccc(OCCN(C)c2ccccn2)cc1
-17	4	-19	-0.2	-3	-5	19	-14	-3	0	Cc1c(C2Nc3ccccc3C(=O)N2O)cnn1C (configuration not stated)
0	11	-7	-0.8	-2	-2	7	-13	-2	-3	Cc1cccc(/C(N)=N/OC(=O)c2ccc(Cl)cc2Cl)c1
-7	-8	20	-4.0	nt	9	-20	-4	-7	0	COCCNC(=O)[C@@]1(C)C=C[C@@H](Cc2ccccc2)N1C(=O)c1ccccc1
-2	-7	-6	-0.8	nt	-16	6	-4	1	-9	Cc1ccc(NC(=S)Nc2ncccc2C)c(C)c1
-12	1	-10	0.4	-2	2	10	9	5	-4	CCOCCCNS(=O)(=O)c1ccc(Br)cc1
-6	0	nt	-1.0	7	-11	nt	-6	0	2	CN1CCN(c2ccc(NC(=O)c3ccc(Oc4ccccc4)cc3)cc2)CC1
-15	-15	12	-0.7	-4	1	-12	0	3	1	CCn1nnc(NC(=O)c2ccc(-c3ccccc3[N+](=O)[O-])o2)n1
